Screening data: PubChem, several laboratories
NR2F2 inh – NR2F2 (human) inhibition, primary screen; P24468; HEK293T NGFI-A luciferase reporter, luminescence; inhibition, % at 8.6 µM; hit rate 0.7% among 370,000;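 active = inhibition above a per-plate cutoff, mean inhibition of test wells between control levels plus 3 SD, cut at about 38% in these data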;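 also: cells cotransfected with COUP-TFII expression vector driving the NGFI-A reporter; 0% = median of COUP-TF2 test wells and 100% = reporter-only cells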
TWEAK-Fn14 inh – TWEAK-Fn14 signaling inhibition; hit rate 2% among 360,000; inhibition, % at 10 µM; AID 1159606; TWEAK-stimulated Fn14 reporter cells, luciferase luminescence, 8 h; in the data active = inhibition above about 50%
CF NFkB block – cystic fibrosis NF-kB activation inhibition | KKLEB NF-kB-GFP reporter, PAF-induced, GFP fluorescence overnight | inhibition, % at 5 µM | hit rate 0.86% among 360,000;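 active = at least 50% inhibition at 5 µM, scaled per plate between neutral and stimulator controls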;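 also: PAF is a Pseudomonas aeruginosa culture filtrate used as stimulus; plate controls were PAF-stimulated DMSO wells for no effect and unstimulated DMSO wells for full effect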
LRH-1 inv ag – NR5A2 inverse agonism in reporter assay; O00482; HEK293T StAR-luciferase reporter, LRH-1 transfected, 24 h; inhibition, % at 3.6 µM; hit rate 0.13% among 360,000; AID 602396;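 active = inhibition above the mean inhibition of all tested compounds plus 3 SD, cut at about 73% in these data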;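 also: 0% = DMSO wells and 100% = reporter-only cells lacking LRH-1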
SRC1 inh – inhibitors of human steroid receptor coactivator 1 (SRC1) | inhibition, % at 3.6 µM | hit rate 0.12% among 360,000 | AID 588354 | HEK293 GAL4-SRC1 luciferase reporter, luminescence;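 active = inhibition above the campaign mean plus 3 SD, with each screening campaign given its own cutoff, cut at about 60% in these data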;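 also: 0% = DMSO treated cells and 100% = gossypol at 36 µM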
TROY signal inh – TROY signaling inhibition. inhibition, % at 10 µM. hit rate 0.98% among 360,000. Q293 LMP1-TROYcd NF-kB luciferase reporter, 4 h;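 active = compounds whose plate-normalised and pattern-corrected inhibition of the luciferase reporter signal at the single screening dose is 50% or more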
NCOA3 inh – inhibits human SRC3 coactivator. AID 588352. Q9Y6Q9. hit rate 0.17% among 360,000. HEK293 GAL4-SRC3 luciferase reporter, luminescence. inhibition, % at 3.6 µM;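 active = inhibition above a per-campaign cutoff, the mean of all compounds plus 3 SD, cut at about 60% in these data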;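 also: 0% = DMSO-treated cells and 100% = gossypol-treated cells at 36 µM; higher means less SRC3-driven luciferase light from the GAL4 reporter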
Target sequence (Q9Y6Q9 whole entry, looked up, the tested form may be a part): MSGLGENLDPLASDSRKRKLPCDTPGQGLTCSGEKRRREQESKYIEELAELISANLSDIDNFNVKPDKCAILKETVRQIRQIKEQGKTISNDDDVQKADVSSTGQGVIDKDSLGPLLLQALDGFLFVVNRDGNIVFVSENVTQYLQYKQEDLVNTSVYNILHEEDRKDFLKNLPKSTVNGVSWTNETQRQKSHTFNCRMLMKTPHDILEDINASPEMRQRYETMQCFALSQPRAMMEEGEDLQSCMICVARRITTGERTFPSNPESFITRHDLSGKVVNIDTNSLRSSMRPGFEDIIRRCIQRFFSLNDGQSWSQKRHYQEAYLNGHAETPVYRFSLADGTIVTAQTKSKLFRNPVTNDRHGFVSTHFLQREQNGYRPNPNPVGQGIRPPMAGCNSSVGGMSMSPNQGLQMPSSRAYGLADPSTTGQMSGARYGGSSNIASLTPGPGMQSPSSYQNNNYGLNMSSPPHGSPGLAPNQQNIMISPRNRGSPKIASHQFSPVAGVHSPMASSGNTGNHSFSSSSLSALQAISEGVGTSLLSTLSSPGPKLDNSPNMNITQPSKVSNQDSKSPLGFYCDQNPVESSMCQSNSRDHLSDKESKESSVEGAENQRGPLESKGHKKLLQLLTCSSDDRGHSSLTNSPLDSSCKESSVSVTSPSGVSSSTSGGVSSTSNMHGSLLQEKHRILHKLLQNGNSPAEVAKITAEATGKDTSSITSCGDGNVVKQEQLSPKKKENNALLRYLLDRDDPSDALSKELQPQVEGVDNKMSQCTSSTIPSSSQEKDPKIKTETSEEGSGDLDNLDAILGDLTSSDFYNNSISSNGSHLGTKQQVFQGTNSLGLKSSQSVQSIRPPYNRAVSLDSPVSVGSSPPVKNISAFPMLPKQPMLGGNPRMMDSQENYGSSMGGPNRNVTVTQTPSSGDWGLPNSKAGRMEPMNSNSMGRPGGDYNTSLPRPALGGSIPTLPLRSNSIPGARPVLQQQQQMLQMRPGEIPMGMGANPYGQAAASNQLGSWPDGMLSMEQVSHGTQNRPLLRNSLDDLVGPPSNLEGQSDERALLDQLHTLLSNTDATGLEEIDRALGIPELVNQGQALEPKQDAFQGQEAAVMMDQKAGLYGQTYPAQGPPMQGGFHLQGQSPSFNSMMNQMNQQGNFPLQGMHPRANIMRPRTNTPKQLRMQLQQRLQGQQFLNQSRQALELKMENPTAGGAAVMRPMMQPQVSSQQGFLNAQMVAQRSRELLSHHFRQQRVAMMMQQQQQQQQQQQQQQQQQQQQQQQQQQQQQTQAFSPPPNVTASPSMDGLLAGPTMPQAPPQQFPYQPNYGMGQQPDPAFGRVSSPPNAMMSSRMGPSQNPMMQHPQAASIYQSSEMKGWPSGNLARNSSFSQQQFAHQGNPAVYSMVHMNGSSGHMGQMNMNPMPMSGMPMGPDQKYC
EBV LMP1 NFkB – inhibitors of Epstein-Barr LMP1-induced NF-kappaB reporter. hit rate 0.69% among 350,000. inhibition, % at 12.5 µM. LMP1-induced NF-kappaB luciferase reporter cells, luminescence; in the data active = inhibition above about 41%;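 also: 0% = neutral control wells and 100% = reference inhibitor control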
KKLEB cytotox – reduces viability of KKLEB cystic fibrosis airway cells; KKLEB CF airway cells viability, ATPlite luminescence, overnight; active compounds read low; cells stimulated with P. aeruginosa culture filtrate; activity change (cytotoxicity), % at 5 µM; hit rate 0.36% among 360,000; AID 602141;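 active = corrected activity change at or below -50% at 5 µM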
C8 TRAIL sens – caspase-8 TRAIL sensitization; NB7+C8 cells + TRAIL, ATPlite viability luminescence; inhibition (viability loss, TRAIL sensitization), % at 10 µM; hit rate 1% among 360,000; AID 624354;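 active = compounds causing at least 50% loss of cell viability in the single-dose screen, relative to plate controls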
Shn3 inh set2 – Schnurri-3 reporter inhibition in Clone20 osteoblasts | Clone20 osteoblast Shn3 3'UTR firefly luciferase, 24 h | inhibition, % at 12.5 µM | hit rate 0.52% among 360,000 | AID 588674;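 active = mean inhibition of at least 75% with every replicate also reaching 75%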;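 also: 0% = median of neutral control wells and 100% = pilot-screen positive control compound; some compounds past the cut are filed as inactive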
The depositor's hits bear a star; / = no result given. Some of the compounds tested (hit frequency here may not be typical).

SMILES | NR2F2 inh | TWEAK-Fn14 inh | CF NFkB block | LRH-1 inv ag | SRC1 inh | TROY signal inh | NCOA3 inh | EBV LMP1 NFkB | KKLEB cytotox | C8 TRAIL sens | Shn3 inh set2
COCCn1c(SCC(=O)c2cc(C)n(C)c2C)nc2ccccc2c1=O | -10.8 | -10.8 | 2.9 | -13.9 | -36.3 | -5.0 | -10.9 | -22.6 | -4.7 | -27.8 | -21.9
COCOCCn1cc(CN2CCS(=O)(=O)N(Cc3ccc(-c4ccc(C)cc4)cc3)C(C(C)C)C2=O)nn1 (stereo unspecified) | 19.8 | -0.1 | 13.1 | 2.5 | -13.7 | -5.2 | -26.4 | -1.3 | -8.6 | 4.1 | 21.4
CC(=O)CSc1nc2c(c(=O)[nH]c(=O)n2C)n1Cc1cccc(Br)c1 | -38.0 | -7.8 | 2.1 | 3.7 | -14.9 | -19.7 | -4.4 | 10.3 | -10.8 | 3.9 | -6.6
O=C1CC(c2cc([N+](=O)[O-])ccc2Cl)c2c(ccc3ccccc23)N1 (stereo unspecified) | -13.1 | 26.5 | 24.9 | 8.5 | 4.5 | -1.2 | 6.4 | -2.7 | -19.1 | -0.7 | 3.0
CCCCC[C@H](C)N1C[C@@H](COCc2ccccc2)Oc2cc(N3CCC[C@@H]3CO)ccc2S1(=O)=O | -13.5 | 9.1 | / | -27.3 | / | -19.1 | / | / | / | -10.4 | /
CC(C)C(=O)N1CCC(c2nc(-c3ccc(S(=O)(=O)N4CCN(C)CC4)cc3)no2)CC1 | -11.2 | -20.1 | 13.9 | 1.6 | -31.2 | 7.8 | -3.0 | 3.3 | 0.0 | 5.3 | 12.9
Cc1ccccc1OCc1n[nH]c(=S)n1-c1ccccc1 | 16.2 | -2.4 | -0.9 | -8.4 | -5.2 | 25.3 | 7.4 | -3.9 | -0.9 | 6.5 | 6.3
N#Cc1ccc(OCC(=O)NCCCn2ccnc2)cc1 | -1.6 | 6.5 | -10.5 | 3.9 | -8.4 | 5.3 | -4.2 | -6.9 | 1.1 | 1.0 | -1.5
O=C(Nc1ccc(Cl)cn1)c1cccc(OCc2ccccc2)c1 | -11.4 | 13.3 | 0.1 | -13.8 | 3.4 | -30.4 | 0.5 | -8.4 | 4.2 | 9.5 | -79.2
Cc1cc2oc(=O)cc(C)c2c(=O)o1 | 7.0 | -4.7 | -3.3 | 9.9 | 11.3 | -11.3 | 26.4 | -3.6 | 4.6 | -5.6 | 1.1
COC(=O)c1ccc(NC(=O)CN2C(=O)CC(C)S(=O)(=O)c3ccccc32)cc1 (stereo unspecified) | -1.8 | 3.9 | -45.6 | -1.6 | -10.3 | -2.9 | -6.1 | 0.9 | 17.2 | -1.7 | -2.9
COc1cccc(N2CCC(N3CCN(C)C(CCO)C3)CC2)c1 (stereo unspecified) | -14.2 | -2.1 | -4.3 | 3.9 | 2.0 | 2.4 | 8.3 | -5.9 | 3.2 | 6.7 | -10.0
CC1CCCN(C(=O)C2CCN(CC3CC=CCC3)CC2)C1 (stereo unspecified) | 0.8 | -7.8 | -6.6 | 9.1 | 0.9 | 14.0 | -11.4 | -2.8 | -7.7 | 8.9 | 5.7
CS(=O)(=O)c1ccc(C(=O)Nc2ccc(N3CCCC3)cc2)c(Cl)c1 | 8.8 | 8.9 | -2.0 | -3.0 | -16.6 | 25.3 | 5.9 | 9.4 | 13.9 | -9.3 | -6.7
CCOc1ccccc1OCC(=O)OCC(=O)NNC(=O)c1ccc([N+](=O)[O-])cc1 | -9.2 | 8.2 | 15.0 | -16.0 | 8.0 | 8.9 | 3.0 | 4.9 | -2.0 | 6.8 | -4.2
Cc1ccc(NC(=O)CSc2nc3c(c(=O)n(C)c(=O)n3C)n2C)cc1 | -4.7 | 22.2 | 11.7 | -4.1 | -23.9 | 6.6 | -37.9 | 5.7 | -2.9 | -1.0 | 6.9
O=C(C[n+]1ccccc1)N/N=C/c1ccc(Cl)c(Cl)c1 | 2.4 | 15.6 | 6.6 | 36.5 | 17.3 | 6.1 | 4.6 | 1.3 | -7.7 | -16.4 | 6.3
Cc1ccc(-n2c(C)cc(C(=O)CSc3nnnn3C)c2C)cc1 | -38.0 | 33.6 | -12.1 | -133.3 | -107.9 | -22.2 | -113.7 | -32.5 | 2.4 | 15.6 | -28.9
Cc1nnc2c3ccccc3c(-c3ccc(O)cc3)nn12 | -24.4 | -3.2 | -112.7 | 11.8 | -2.8 | -4.7 | -4.1 | -3.7 | 3.4 | 9.9 | -0.2
Cc1cccc(C2=N/C(=C\c3cccs3)C(=O)O2)c1 | -14.9 | -8.7 | 0.2 | -20.1 | -16.8 | -8.8 | -9.2 | 1.1 | 3.6 | -2.8 | -5.9
O=C(NNC(=O)c1csc(-c2ccccc2)n1)c1ccccc1 | 5.7 | -0.5 | -12.0 | -19.2 | 7.4 | -26.8 | -18.0 | / | 18.5 | -0.4 | 0.7
COc1cccc(C2c3c(oc4ccccc4c3=O)C(=O)N2Cc2ccco2)c1 (stereo unspecified) | 7.2 | -12.5 | 6.3 | -6.3 | -15.8 | 12.6 | 14.0 | 1.9 | -2.7 | -6.6 | 5.9
CN(CC(=O)N1CCN(Cc2ccccc2)CC1)S(=O)(=O)c1ccc(F)cc1 | -1.5 | 10.0 | -28.2 | -12.5 | 0.8 | -9.4 | -17.4 | -0.4 | 3.2 | -12.8 | -13.0
CCOC(=O)Nc1nc(-c2ccccc2)c(C(=O)c2ccccc2)s1 | -13.3 | 14.8 | 53.1* | 22.9 | 2.9 | 8.4 | -19.2 | 6.8 | -37.6 | 15.4 | 22.4
Cc1cccc(C(=O)OCC(=O)Nc2c(C)n(C)n(-c3ccccc3)c2=O)c1O | -29.6 | -21.6 | -7.1 | 5.9 | -44.7 | -5.9 | 11.6 | -4.4 | -14.5 | -8.5 | 1.3
CCn1c(C)nc2cc(S(=O)(=O)Nc3ccc(C)cc3)ccc21 | -9.4 | -6.7 | 2.0 | 9.6 | 4.8 | -2.3 | 5.6 | 0.7 | -8.4 | -0.6 | 12.7
Nn1cnnc1SCC(=O)N(C1CCCCC1)C1CCCCC1 | 10.9 | 9.4 | -18.4 | 2.2 | -1.7 | 2.9 | 8.2 | 10.9 | 9.9 | -6.3 | -3.6
Cc1c(O)ccc(C(=O)CN2CCN(c3ccc(F)cc3)CC2)c1O | 5.5 | -12.2 | -9.4 | -2.5 | 4.5 | 2.8 | -1.8 | 4.4 | 9.0 | -0.7 | 23.6
CCCCNC(=O)CSc1nnc(-c2cccc(S(=O)(=O)N3CCOCC3)c2)o1 | -13.8 | 3.8 | 10.9 | 33.4 | 3.9 | 0.8 | 12.0 | -8.6 | 0.6 | -10.3 | -29.0
O=C(NC1CCOCC1)C1CCC(=O)N(Cc2cccc(C(F)(F)F)c2)C1 (stereo unspecified) | -6.6 | -8.3 | 2.6 | -2.9 | -2.4 | 14.9 | -8.6 | -4.3 | 6.3 | -5.3 | -6.8
CC(C)CN(C(=O)C1CCCC1)C1CCS(=O)(=O)C1 (stereo unspecified) | 6.8 | -13.7 | 16.4 | 16.0 | -2.2 | -3.7 | 20.4 | -2.7 | 8.7 | -10.9 | -14.9
CCOc1ccc(C(F)(F)F)cc1NC(C)=O | 5.1 | 9.1 | -1.3 | 7.2 | -19.8 | -3.9 | 5.3 | 0.2 | -2.0 | -5.3 | -21.0
CSc1nc2ccc(NS(=O)(=O)c3ccc(CNC(C)=O)cc3)cc2s1 | 17.1 | 10.8 | -16.8 | 12.7 | 6.1 | 5.0 | 21.0 | 9.5 | 3.8 | -22.6 | -0.4
CC1(C)COC(c2ccccc2Cl)OC1 | 9.2 | 10.6 | -1.9 | 3.4 | -5.5 | 6.5 | -11.5 | 0.4 | 0.7 | 8.0 | -1.3
O=C(NCc1ccncc1)c1cc(-c2ccc(Cl)cc2)oc1C(F)(F)F | 13.5 | -2.7 | -23.8 | 14.5 | 6.3 | 12.0 | 22.1 | 16.4 | 1.3 | 9.4 | /
CCOC(=O)N/N=C(\c1ccccc1)C(O)c1ccccc1 (stereo unspecified) | -6.7 | 4.6 | 16.1 | -12.4 | 5.8 | 15.1 | 5.7 | -0.3 | 4.5 | -1.2 | -9.6
Nc1ccc(C(=O)NC23CC4CC(CC(C4)C2)C3)cc1 | 8.8 | 9.0 | -10.8 | -4.3 | -9.4 | 14.7 | 10.8 | 16.4 | 6.2 | 5.0 | 7.0
COc1ccc(OC)c(CN2CCC(N3CCC(C(=O)NC4CC4)CC3)CC2)c1 | -4.2 | -1.9 | 2.9 | -26.7 | -11.0 | -13.7 | -20.8 | 12.3 | 10.8 | -2.3 | 5.3
COc1ccc(C(=O)O/N=C(\N)Cc2ccc([N+](=O)[O-])cc2)c(OC)c1 | -2.3 | -8.4 | 4.4 | 15.0 | 12.4 | 0.4 | 12.6 | -4.0 | 1.5 | -9.0 | 6.5
CCCN1CCC(=O)N([C@H](CSc2ccc(OC)cc2)c2ccccc2)CC1 | -20.6 | -8.4 | -6.3 | -26.1 | -9.7 | 20.9 | -32.6 | -9.5 | -6.0 | 12.0 | -17.4
CC(C)CN(CC(C)C)C(=O)Cc1coc2ccc3ccccc3c12 | 24.0 | 2.9 | 4.2 | 3.2 | -7.7 | 4.4 | -41.6 | -1.9 | -2.1 | 3.3 | 19.5
CCCCCC1C(=O)N2C=C(c3ccccc3)c3ccccc3N2C1=O (stereo unspecified) | -21.6 | 17.8 | -19.1 | -18.4 | -14.3 | -4.6 | -9.1 | -7.2 | 0.7 | -4.4 | -16.7
CC1(C)CC(=O)C(C=NCCCn2ccnc2)=C(O)C1 | -6.7 | 0.7 | -10.1 | 4.6 | -1.7 | -2.9 | 4.3 | 1.7 | 22.6 | -6.4 | 4.0
O=C(CNC(=O)c1cccs1)OCC(=O)c1ccc(Cl)cc1 | 6.2 | -3.1 | -0.9 | 3.8 | -28.0 | -4.0 | 2.6 | -1.3 | -24.7 | 0.0 | 4.6
Cc1cc(C)c(C(=O)/C=C/c2ccc3c(c2)OCO3)c(=O)[nH]1 | 0.2 | 47.9 | 24.6 | -6.9 | 7.2 | 27.5 | 2.4 | 33.6 | -7.8 | -9.0 | -21.5
Cc1ccc(-c2csc3ncnc(SCc4ccc(C(=O)O)cc4)c23)cc1 | 5.8 | -10.7 | 11.3 | -6.6 | 4.7 | 43.8 | -9.9 | -2.8 | 0.4 | -17.2 | 7.5
COc1ccc(/C=C/C(=O)N/C(=C\c2ccco2)C(=O)NCCc2nc3ccccc3[nH]2)cc1 | 14.9 | 2.5 | 0.0 | 11.0 | -13.3 | 2.6 | 7.5 | 5.5 | -0.5 | 10.7 | -13.6
O=C(NCc1cccs1)C1CCCCC1 | -2.1 | 4.7 | -11.9 | 0.9 | 16.1 | -12.2 | -1.1 | -17.7 | -3.4 | 1.9 | -7.5
O=C(Cc1ccc(F)cc1)Nc1nc(-c2ccc(F)c(F)c2)cs1 | 4.9 | 45.2 | -29.6 | -6.5 | -0.9 | 75.0* | 9.2 | -3.7 | 12.4 | 5.6 | 33.4
